Screens deposited in PubChem BioAssay by Sanford-Burnham Center for Chemical Genomics.
SENP8 inh = SENP8 protease inhibition. Q96LD8. purified SENP8, Z-RLRGG-aminoluciferin cleavage, luminescence. inhibition, % at 10 µM. 330,000 compounds, 1.2% hits. AID 2540
Target sequence (Q96LD8 whole entry, looked up): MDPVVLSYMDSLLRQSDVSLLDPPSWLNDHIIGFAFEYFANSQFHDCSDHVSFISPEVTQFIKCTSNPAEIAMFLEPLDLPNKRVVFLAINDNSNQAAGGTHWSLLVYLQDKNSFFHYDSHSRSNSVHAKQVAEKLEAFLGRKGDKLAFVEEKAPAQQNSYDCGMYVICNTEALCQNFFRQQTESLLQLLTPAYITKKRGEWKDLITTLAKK
Jurkat NFkB inh = inhibitors of the PMA/ionomycin-induced NF-kB reporter in Jurkat cells. inhibition, % at 4 µM. PMA/ionomycin-induced NF-kB luciferase reporter, luminescence. 330,000 compounds, 0.53% hits. AID 435003
Apaf-1 inh = human Apaf-1 inhibition | 330,000 compounds, 0.71% hits | inhibition, % at 20 µM | O14727 | reconstituted apoptosome caspase-3 activity, DEVD-Rh110 fluorescence | AID 489030; active = inhibition of at least 40% at 20 µM;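 note: plate controls were DMSO wells for no effect and DEVD-CHO caspase inhibitor wells for full effect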
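Material: biochemical Apaf-1 apoptosome reconstitution. Medium: Hepes buffer, pH 7.5. Also added: cytochrome c activation, bis-DEVD rhodamine 110 substrate. Timing: 30 min compound preincubation, 50 min activation, room temperature. Measured by: rhodamine 110 fluorescence at Ex 480/Em 540 nm.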
Gli-Sufu block = Gli-Sufu pathway antagonism; inhibition, % at 5 µM; 340,000 compounds, 0.74% hits; Sufu-KO-LIGHT fibroblasts, Gli luciferase reporter luminescence;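 active = inhibition above about 55%, limit read from the data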;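 note: 0% = DMSO-treated cells and 100% = wells with medium but no cells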
697 NFkB inh = inhibitors of the PMA/ionomycin-induced NF-kB reporter in 697 B cells; 697 B-cell NF-kB luciferase reporter, 16 h; inhibition, % at 4 µM; 330,000 compounds, 0.33% hits; AID 435022; in the data active = inhibition above about 35%
CCR6 antagonist = CCR6 (human) receptor antagonism; P51684; CHO-K1 CCR6 PathHunter beta-arrestin, luminescence, CCL20-stimulated; inhibition, % at 20 µM; 340,000 compounds, 0.49% hits;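 active = compounds whose inhibition of the agonist-driven luminescence signal at 20 µM reaches about 50%, limit read from the data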;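 note: cells stimulated with CCL20 at 14 nM final; plate controls were DMSO with CCL20 for no effect and DMSO without agonist for full effect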
EBI2 antag = blocks human EBI2 receptor beta-arrestin signaling; inhibition, % at 5 µM; 360,000 compounds, 0.81% hits; P32249; EBI2 beta-arrestin recruitment, luminescence, 7a,25-OHC stimulated; AID 651636; in the data active = inhibition above about 38%;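 note: enzyme fragment complementation signal reports receptor beta-arrestin coupling in cells; 0% = agonist plus DMSO wells and 100% = wells without agonist; some results beyond the cut were filed as inactive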
Target sequence (P32249 whole entry, looked up, the tested form may be a part): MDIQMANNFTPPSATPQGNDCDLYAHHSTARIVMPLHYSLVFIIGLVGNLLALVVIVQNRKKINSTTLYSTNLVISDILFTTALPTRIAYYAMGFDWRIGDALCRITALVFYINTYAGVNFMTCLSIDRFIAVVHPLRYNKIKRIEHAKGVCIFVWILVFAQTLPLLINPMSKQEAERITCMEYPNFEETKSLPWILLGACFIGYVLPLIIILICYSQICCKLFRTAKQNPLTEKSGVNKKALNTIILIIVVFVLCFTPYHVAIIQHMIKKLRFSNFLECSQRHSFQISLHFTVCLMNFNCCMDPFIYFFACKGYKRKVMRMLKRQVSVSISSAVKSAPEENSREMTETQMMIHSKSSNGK
UBC13 inh = blocks human UBC13 polyubiquitin chain formation. TR-FRET. inhibition, % at 20 µM. P61088. 330,000 compounds, 0.47% hits; in the data active = inhibition above about 45%, passing the limit was not always enough; inconclusive = no clear call, values can overlap the other calls
Target sequence (P61088 whole entry, looked up): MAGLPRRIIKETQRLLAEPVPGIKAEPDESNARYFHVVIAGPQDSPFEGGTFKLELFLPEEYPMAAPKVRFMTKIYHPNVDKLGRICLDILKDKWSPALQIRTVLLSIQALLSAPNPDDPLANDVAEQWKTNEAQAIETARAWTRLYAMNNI
* marks the source's active call; other numbers are inactive results; ? = inconclusive; . = not tested or not shown. Cut-off read from the data, not from the text of the source, unless noted: active = inhibition above about 50%; inactive = the rest. Some of the compounds tested; count on the stated rates, not on these rows.

SMILES	SENP8 inh	Jurkat NFkB inh	Apaf-1 inh	Gli-Sufu block	697 NFkB inh	CCR6 antagonist	EBI2 antag	UBC13 inh
Cc1ccccc1C(=O)Nc1sc2c(c1C(=O)O)CCC2	57*	-13	11	2	-11	-7	-1	-4
O=C(CSc1nc2ccsc2c(=O)n1CC1CCC(C(=O)O)CC1)c1ccc(F)cc1 (stereo not drawn)	2	4	-3	14	9	18	-5	0
OC1(c2cn(Cc3ccccc3)nn2)CCCCC1	-4	-5	2	5	-2	-3	-4	-2
C/C(=N\Nc1ccc(F)cc1)c1ccncc1	5	21	-5	4	7	-11	-7	2
COc1ccccc1CNC(=O)COC(=O)Cc1c[nH]c2ccccc12	-8	12	0	1	-6	4	4	4
O=C(Cn1cccc1C(=O)c1ccccc1)NCc1cccc(Cl)c1	-3	1	-9	-14	-12	8	1	1
O=c1cnc2ccccc2n1Cc1ccc(Br)cc1	4	-5	3	-35	-16	24	2	37
Cc1ccc(CNC(=O)C2CC2c2ccccc2)cc1 (stereo not drawn)	-2	6	1	-4	-8	2	23	18
COc1ccc(C(=O)N/C(=C\c2cn(C)c3ccccc23)C(=O)N2CCOCC2)cc1	4	0	5	39	-2	2	3	-13
CCc1c(C)sc(NC(=O)Cc2ccccc2OC)c1C(=O)N1CCOCC1	-14	12	3	5	-2	-9	-3	-3
O=C(CCCCCn1c(=S)[nH]c2ccc(N3CCOCC3)cc2c1=O)NCc1ccccc1Cl	4	-14	16	.	-36	4	25	32
CC1CCCN(c2ccc3nc4ccccc4c(=O)n3n2)C1 (stereo not drawn)	35	-88	-2	-52	-94	2	7	4
COc1ccc(OC)c(NC(=O)NCCc2c[nH]c3ccccc23)c1	9	6	6	-3	7	2	-9	5
CN(CC(=O)NC1CCCCC1)S(=O)(=O)c1cccc2nsnc12	0	-11	1	-4	8	5	2	6
COC(=O)c1ccccc1NC(=O)c1ccc(F)cc1	-7	-4	-11	3	-6	16	4	-10
O=[N+]([O-])c1ccc(Cl)c(/C=N/N2CCN(Cc3ccccc3)CC2)c1	1	7	9	8	14	12	18	6
Cc1cccnc1NC(=O)c1cc2c(=O)oc3ccccc3c2s1	-11	0	6	-8	0	6	4	-8
CCOc1ccc2[nH]c(=O)c(CN(Cc3ccc(F)cc3)C(=O)N3CCCC3)cc2c1	5	1	15	-11	7	15	13	18
Cc1ccc(N2C(=O)CN(Cc3ccccc3)C2=S)cc1C	2	19	10	10	6	12	-13	-1
COc1ccc(C2c3[nH]c4ccccc4c3C[C@H]3C(=O)N(c4ccccc4C(=O)NCCN4CCOCC4)C(=O)N23)cc1 (stereo partly drawn)	0	-1	15	-1	-3	-2	3	23
S=c1[nH]c(-c2ccc(Br)cc2)cn1CCc1ccccc1	1	-9	-3	-14	3	-2	57*	7
COC(=O)c1ccc(CS(=O)(=O)c2ccccc2C)o1	-12	-13	1	1	8	-2	5	-14
Cc1occc1C(=O)N/N=C/c1cccs1	62*	-32	-15	-31	-17	0	1	-4
COc1cc(C(=O)NCCC(=O)NC(C)C)cc(OC)c1OC	-4	3	3	-5	22	-3	-7	-10
CSc1ccc(C2NC(=O)c3ccccc3N2)cc1 (stereo not drawn)	7	-29	3	-3	-77	-9	5	14
Additional structures.
SMILES	SENP8 inh	Jurkat NFkB inh	Apaf-1 inh	Gli-Sufu block	697 NFkB inh	CCR6 antagonist	EBI2 antag	UBC13 inh
Cc1nn(-c2ccccc2)c(C)c1NC(=O)COC(=O)c1cc([N+](=O)[O-])ccc1NCCO	-2	-9	2	5	-6	-4	2	-20
Cn1c(=O)n(Cc2ccc(Cl)cc2)c(=O)c2c1nc1n2CCN1Cc1ccco1	-3	6	19	8	1	-9	17	7
CNC(=S)NNC(=O)c1ccc(C(C)(C)C)cc1	-4	-11	-1	-33	-20	5	1	6
COC(=O)c1ccc(CNC(=O)CN(CCC(C)C)S(=O)(=O)c2ccc3c(c2)OCCO3)cc1	0	8	19	19	4	3	5	-8
C=CCN1N=C(c2ccc(NC(=O)c3ccccc3)cc2)CSC1=O	-3	-29	4	-5	-44	-7	-17	-5
CCOC(=O)C1CCN(C(=S)Nc2cc(OC)c(OC)cc2C(=O)OC)CC1	-2	-21	3	2	-26	0	-3	-5
O=C(COc1ccc([N+](=O)[O-])cc1)Nc1ccc(NC(=O)c2ccccc2)cc1	-3	8	3	-20	-9	-14	3	-3
O=C(c1ccco1)n1nc(NCc2ccccc2)nc1NCc1ccccc1	-2	-2	14	-2	-5	18	15	6
CCOc1cc(CN2CCCC(CNC(=O)c3ccc(F)cc3)C2)ccc1OC (stereo not drawn)	6	7	-26	7	-4	-5	1	-10
Cc1ccc(NC(=S)NCc2ccc3c(c2)cc(C)n3C)c(C)c1	-12	5	19	3	4	4	3	23
CN(c1cccc(NC(=O)c2ccc(CN3CCc4ccccc4C3)cc2)c1)S(C)(=O)=O	-9	22	5	11	-28	10	-4	-3
NS(=O)(=O)c1ccc(NC(=S)NCc2ccccc2)cc1	-2	7	-5	-1	9	9	-3	-3
CC(OC(=O)c1cc(Br)ccc1O)C(=O)Nc1ccc(S(=O)(=O)N2CCCC2)cc1 (stereo not drawn)	8	-22	11	-5	-15	16	-6	2
O=C(CS(=O)(=O)c1ccccc1)Nc1ccc(S(=O)(=O)Nc2ccccn2)cc1	1	-9	2	1	6	6	3	7
Cc1onc(-c2c(F)cccc2Cl)c1C(=O)OCc1nnc(-c2ccccc2)o1	4	-1	-10	-4	5	11	-11	6
CC(=O)Nc1ccc(C(=O)CN2CCN(c3ccccc3)CC2)cc1	3	1	4	-2	1	5	4	-4
NC(=O)CSc1nnc(Cc2cccs2)n1C1CCCCC1	-1	14	-10	-2	13	5	-1	6
CCN(CC)S(=O)(=O)c1cccc(C(=O)OCC(=O)c2ccc3c(c2)OCCO3)c1	-12	1	19	-3	-15	5	-2	-2
CCCNC(=S)NNC(=O)c1cc(C2CC2)nc2ccccc12	0	-10	6	3	-13	13	7	-11
CCCC(=O)Nc1ccc(N2CCN(C(=O)c3ccccc3C)CC2)cc1	4	1	-18	6	-13	-13	-1	1
Cc1nnc2n1N=CC=C(c1ccccc1)S2	4	20	-6	20	-4	12	-15	7
N#C/C(=C\c1cn(CCOc2ccccc2)c2ccccc12)C(=O)NCC1CCCO1 (stereo not drawn)	-1	-4	14	-20	7	12	23	-5
Cc1ccccc1/C=C/C(=O)N1CCOCC1	-1	-16	-1	-18	-2	7	0	1
Cc1cc(NC(=O)COC(=O)COc2ccc(C(=O)c3ccccc3)cc2)no1	-1	-4	-8	0	-16	-11	-1	2
C=CCn1c(C)cc(-c2csc(NC(=O)C3=COCCO3)n2)c1C	0	4	9	-54	-7	8	1	-8
(continued)
SMILES	SENP8 inh	Jurkat NFkB inh	Apaf-1 inh	Gli-Sufu block	697 NFkB inh	CCR6 antagonist	EBI2 antag	UBC13 inh
Cc1ccc(-c2nn(Cc3ccccc3)cc2/C=C/C(=O)O)cc1C	-2	8	-1	12	-1	6	19	-5
C[C@@H](C(=O)Nc1ccc2ccccc2c1)[C@H]1C[C@]1(C)[C@H](NS(=O)(=O)c1ccc(-c2ccccc2)cc1)c1ccccc1	-2	-3	11	2	12	8	.	-17
NC(=O)c1c(NC(=O)c2ccccc2)sc2c1CCCC2	-1	-166	-7	-71	-231	13	-6	18
O=C(C[C@H]1C[C@H](C(=O)N2CCCCC2)[C@@]2(CCc3ccccc3)c3[nH]c4ccc(Cl)cc4c3CCN2C1=O)NCCC1=CCCCC1	.	.	6	3	17	13	2	.
CCCCn1c(N)c(N(C)C(=O)c2c(C)nn(-c3ccccc3)c2C)c(=O)[nH]c1=O	4	10	-1	-4	1	-10	-10	2
COc1ccccc1N(C)S(=O)(=O)c1ccc(C(=O)NC2CCCCC2)cc1	-6	-2	10	3	-7	1	3	-3
S=c1[nH]nc(-c2c[nH]c3ccccc23)o1	6	-13	0	6	11	4	-3	5
O=C(NCc1ccccc1)C12CC3CC(CC(Cl)(C3)C1)C2	-7	-22	6	-18	-4	7	2	2
Cc1ccc2c(Cl)cc(Cl)c(OCC(=O)Nc3cc(S(=O)(=O)N(C)C)ccc3C)c2n1	-1	-11	23	2	-32	20	9	-6
O=C(NCc1cccnc1)c1ccc(Cn2c(=S)[nH]c3ccc(Br)cc3c2=O)cc1	-22	-12	-4	1	-22	19	2	?
Clc1ccc(CSc2nnc(-c3c[nH]c4ccccc34)o2)cc1	-3	-10	2	-22	-4	0	-13	6
COCCNC(=O)c1ccccc1NC(=O)Nc1ccccc1	24	14	-22	-5	23	7	1	-7
O=C(NN1C(=O)C2CC=C(Cl)CC2C1=O)c1ccncc1 (stereo not drawn)	-1	-7	8	-3	4	22	7	-16
Cc1cccc(CSc2ccc(S(=O)(=O)N3CCCC3)cn2)c1	-11	-7	21	26	3	30	12	4
COc1ccc(Nc2nc(S(=O)(=O)c3ccc(C)cc3)c(Cl)s2)cc1	-4	5	1	8	-27	15	2	-9
CN(C)c1nc2c(c(=O)n(C)c(=O)n2C)n1Cc1ccccc1	6	-1	-11	-14	6	11	1	6
O=C(CCCc1ccccc1)N1CCN(c2ccc([N+](=O)[O-])cc2)CC1	-21	46	0	12	0	16	7	-4
CC(C)(C)[C@@H]1C=C(C(=O)NC2CC2)O[C@H](OCc2ccc(CO)cc2)C1	0	2	2	4	1	17	-8	2
N=c1n(CCO)c2ccccc2n1Cc1ccc(Cl)cc1	2	1	-1	13	-3	-2	-9	10
C=CCn1c(SC(C)C#N)nc2sc(CC)cc2c1=O (stereo not drawn)	-2	6	7	-31	5	11	-6	6
O=C(CN1CCCCC1)Nc1nc(-c2ccccc2)cs1	-7	-17	2	-20	-5	1	-4	8
CC1=C(C(=O)Nc2ccc(C)cc2)C(c2ccc(N(C)C)cc2)NC(=O)N1 (stereo not drawn)	7	6	1	-4	25	-19	5	0
CNC(=O)CN(c1ccc(Oc2ccccc2)cc1)S(=O)(=O)c1ccc(C)cc1	8	10	8	-13	11	14	14	-5
CN(C(=O)CS(=O)(=O)Cc1ccccc1Cl)c1ccccc1	9	11	4	-4	9	-4	-12	6
Cc1ccc(SCCNC(=O)/C=C/c2cccc([N+](=O)[O-])c2)cc1	-1	0	10	-1	15	17	7	8
(next part)
SMILES	SENP8 inh	Jurkat NFkB inh	Apaf-1 inh	Gli-Sufu block	697 NFkB inh	CCR6 antagonist	EBI2 antag	UBC13 inh
COC(=O)CN(C#N)c1nc(NC(C)C)nc(NC(C)C)n1	-8	14	-4	-12	1	-5	0	-5
CCOC(=O)CCc1c(C)nc(SCCN2CCCC2)c(C#N)c1C	3	-17	6	4	-7	-9	5	12
O=C(CN(CC1CCCO1)C(=O)CNS(=O)(=O)c1ccc(F)cc1)NCc1ccccc1 (stereo not drawn)	2	7	9	3	18	3	4	3
Cc1cc(S(=O)(=O)Nc2nc(CN3CCOCC3)nc3sc4c(c23)CCC4)cc(C)c1C	5	5	8	-7	-10	7	-5	-2
CCC(=O)Oc1cccc(C(=O)Nc2ccc(-c3nnc(-c4ccco4)o3)cc2)c1	-1	-105	11	-29	-81	-5	-8	-4
O=S(=O)(Cc1ccccc1)N1CCN(C2Cc3ccccc3C2)CC1	3	11	0	4	-5	-6	5	2

Entries from the list above containing a tert-butyl group (2):
SMILES	SENP8 inh	Jurkat NFkB inh	Apaf-1 inh	Gli-Sufu block	697 NFkB inh	CCR6 antagonist	EBI2 antag	UBC13 inh
CNC(=S)NNC(=O)c1ccc(C(C)(C)C)cc1	-4	-11	-1	-33	-20	5	1	6
CC(C)(C)[C@@H]1C=C(C(=O)NC2CC2)O[C@H](OCc2ccc(CO)cc2)C1	0	2	2	4	1	17	-8	2

Structures above shown as hits in EBI2 antag:
| Compound | Jurkat NFkB inh | 697 NFkB inh | CCR6 antagonist | EBI2 antag | UBC13 inh |
| --- | --- | --- | --- | --- | --- |
| S=c1[nH]c(-c2ccc(Br)cc2)cn1CCc1ccccc1 | -9 | 3 | -2 | 57* | 7 |

An excerpt from above, showing only UBC13 inh:
molecule,UBC13 inh
Cc1ccc2c(Cl)cc(Cl)c(OCC(=O)Nc3cc(S(=O)(=O)N(C)C)ccc3C)c2n1,-6
O=C(NCc1cccnc1)c1ccc(Cn2c(=S)[nH]c3ccc(Br)cc3c2=O)cc1,?
Clc1ccc(CSc2nnc(-c3c[nH]c4ccccc34)o2)cc1,6
